# Assay outcomes from PubChem BioAssay.
# KKLEB cytotox: cytotoxicity in KKLEB CF airway cells, primary screen, cytotoxicity control for CF NF-kB inhibitor project, cell-based, uHTS, fluorescence assay plates; KKLEB CF airway cells viability, ATPlite luminescence, overnight; stronger effect = lower value; cells stimulated with P. aeruginosa culture filtrate; activity change (cytotoxicity), % at 5 µM; 360,000 tested, 0.36% active;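 active means corrected activity change at or below -50% at 5 µM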
# Peg3 promoter: Peg3 promoter-driven luciferase inhibitors, primary screen, cell-based, HeLa, luciferase luminescence; HeLa PEG-Prom luciferase reporter, overnight; inhibition, % at 20 µM; 360,000 tested, 1.7% active;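 active means inhibition of at least 50% at 20 µM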
# HIF-2a block: HIF-2a reporter inhibitors, primary screen, luminescence, 786-0 RCC cells; 360,000 tested, 0.72% active; inhibition, % at 18.8 µM; 786-0 RCC cells HIF-2a reporter, luciferase luminescence, overnight;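 active means inhibition of the luminescence signal of 40% or more relative to plate controls, in a single-dose primary screen at 18.75 µM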
# NR2E3 ag-1: inhibitors of NR2E3-RetCOR corepressor binding, primary screen, NR2E3 agonist project, biochemical, TR-FRET, GST-NR2E3, biotin-RetCOR; Photoreceptor-specific nuclear receptor (Homo sapiens), Q9Y5X4; 1536-well; inhibition of corepressor binding, % at 4.78 µM; 320,000 tested, 0.12% active; AID 2300, 2010;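 active means percent inhibition above the cutoff of mean plus 3 SD of all tested compounds, set per screening campaign, cut at about 20% in these data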;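 further: 0% = DMSO wells and 100% = biotin wells as full block of FRET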
#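 Material: NR2E3–RetCOR corepressor complex | Quantity: 1.35 nM GST-tagged NR2E3 final | Schedule: 5 h at 4 °C | Replication: Singlicate compound wells | Reagent: RetCOR corepressor, biotinylated, 7 nM | Controls: Biotin wells as high control, 0.6% DMSO wells as low control | Signal: TR-FRET, Eu(K)-anti-GST donor, streptavidin-D2 acceptor, ex 340, em 617/671 nm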
# NR2E3 ag-2: NR2E3 agonists in two-hybrid cells, primary screen, cell-based, luminescence, CHO-S, Gal4-NCOR/VP16-NR2E3 | Photoreceptor-specific nuclear receptor (Homo sapiens), Q9Y5X4 | luciferase | inhibition of corepressor binding, % at 3.98 µM | 360,000 tested, 0.35% active | AID 602229, 2012;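 active means inhibition above the mean of all tested compounds plus 3 SD, cut at about 70% in these data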;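 further: 0% = DMSO with NR2E3 transfected cells and 100% = cells lacking NR2E3 construct; higher means lower luciferase signal from less NR2E3 corepressor binding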
# TRPM1 prom inh: inhibitors of MITF-dependent TRPM1 promoter reporter, primary screen, cell-based, SK-MEL-5, single point, luciferase; SK-MEL-5 TRPM1 promoter luciferase, 24 h; inhibition, % at 12.5 µM; 330,000 tested, 0.83% active; AID 488899, 2010;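 active means mean inhibition across replicates of 60% or more, whatever share of single replicates reaches that level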; further: values of inactives mirror those of a sister screen read the other way
# Vif imaging: HIV Vif self-association inhibitors, primary screen, imaging, HEK293T, single point; HEK293T cells, Vif self-association by quenched fluorescence, 24 h; inhibition, % at 7.49 µM; 340,000 tested, 0.35% active; AID 602346, 2012; in the data active means inhibition above about 50%, passing the limit was not always enough; further: some results filed as inactive read as strong as hits
# CaV13 ICDI inh: Primary screen for inhibitors of IQ motif and Ca2+-dependent inactivation inhibitor domain binding in CACNA1D, Förster resonance energy transfer in living cells, …. 340,000 tested, 0.098% active. inhibition, % at 12.3 µM. HEK cells, CFP/YFP FRET ICDI-IQ, plate reader, 10 min; percent FRET-ratio fall versus neutral wells. AID 743397;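 active means mean replicate inhibition of at least 30% and at least 1% of replicates passing that level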;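 further: 0% = median of the neutral control wells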
# CF NFkB block: inhibitors of PAF-induced NF-kB signaling, primary screen, cell-based, GFP fluorescence, uHTS | KKLEB NF-kB-GFP reporter, GFP fluorescence overnight | inhibition, % at 5 µM | 360,000 tested, 0.86% active | AID 588850, 2011;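 active means at least 50% inhibition at 5 µM, scaled per plate between neutral and stimulator controls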;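 further: PAF is a Pseudomonas aeruginosa culture filtrate used as stimulus; plate controls were PAF-stimulated DMSO wells for no effect and unstimulated DMSO wells for full effect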
# Shn3 inh set2: reduction of Shn3 3'UTR firefly luciferase signal, primary screen, Schnurri-3 inhibitor project, cell-based, Clone20 osteoblasts, set 2; Clone20 osteoblast Shn3 3'UTR firefly luciferase, 24 h; inhibition, % at 12.5 µM; AID 588674, 2011; 360,000 tested, 0.52% active;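 active means mean inhibition of at least 75% with every replicate also reaching 75%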;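 further: 0% = median of neutral control wells and 100% = pilot-screen positive control compound; some compounds past the cut are filed as inactive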
# PDI inh: inhibitors of human PDI, primary screen, biochemical, turbidity, single point, plate reader. Protein disulfide-isomerase (Homo sapiens), P07237. PDI insulin aggregation turbidity, A650, 90 min. inhibition, % at 10 µM. 350,000 tested, 0.052% active. AID 588391, 2011;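 active means mean inhibition across replicates of 30% or more, whatever share of single replicates reach that level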;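 further: absorbance from insulin aggregation driven by PDI reduction with DTT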
# Target sequence (P07237 whole entry, looked up): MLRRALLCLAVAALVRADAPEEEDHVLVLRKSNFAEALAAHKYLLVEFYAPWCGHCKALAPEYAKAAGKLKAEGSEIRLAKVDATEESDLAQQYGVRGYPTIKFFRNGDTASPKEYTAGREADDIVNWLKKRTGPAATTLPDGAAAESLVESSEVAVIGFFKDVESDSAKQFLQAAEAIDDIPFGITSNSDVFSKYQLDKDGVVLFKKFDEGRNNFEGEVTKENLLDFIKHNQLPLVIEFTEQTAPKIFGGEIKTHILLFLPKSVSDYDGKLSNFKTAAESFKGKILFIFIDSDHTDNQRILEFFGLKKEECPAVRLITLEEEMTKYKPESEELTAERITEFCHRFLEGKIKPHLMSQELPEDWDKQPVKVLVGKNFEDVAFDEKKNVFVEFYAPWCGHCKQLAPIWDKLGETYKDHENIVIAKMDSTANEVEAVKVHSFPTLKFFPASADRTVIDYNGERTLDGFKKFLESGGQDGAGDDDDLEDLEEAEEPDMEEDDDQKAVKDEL
# The depositor's hits bear a star; . = no result given.
SMILES,KKLEB cytotox,Peg3 promoter,HIF-2a block,NR2E3 ag-1,NR2E3 ag-2,TRPM1 prom inh,Vif imaging,CaV13 ICDI inh,CF NFkB block,Shn3 inh set2,PDI inh
CCOC(=O)C1CCCN(C(=O)c2cc3cc(Br)ccc3oc2=O)C1 (configuration not stated),11.7,7.9,17.7,1.4,9.0,-5.4,-2.7,3.7,15.4,11.3,4.3
CC1CN2C(c3ccc(Cl)cc3)=CSC2=N1 (configuration not stated),2.5,13.9,12.6,1.5,-19.9,-2.4,4.1,0.2,-7.7,4.0,-6.6
Cc1cc(C)nc(Nc2ncc(O)n2-c2ccccc2)n1,-17.5,9.1,0.5,-3.9,-16.6,-3.0,-0.5,-5.4,-4.9,8.7,8.6
Cc1cc(=O)oc2c1c(C)nn2-c1nn[nH]n1,-2.6,8.5,13.7,1.6,-7.6,-18.9,4.2,-3.8,5.3,-3.7,-2.7
COc1ccc(CCN2CC(C(=O)NCc3cccc4[nH]ccc34)CCC2=O)cc1 (configuration not stated),-12.9,-12.5,-11.8,-0.2,8.4,-4.8,-5.8,-5.7,20.9,-0.1,5.7
COCC(=O)NNC(=O)c1ccccc1OC,13.2,11.8,2.2,-2.1,-10.2,10.7,3.4,1.2,-1.8,-0.6,-1.0
CN1C(=O)C(C)(C)c2cc(S(=O)(=O)NCC3CCC(C(=O)NCc4ccc(F)cc4)CC3)ccc21 (configuration not stated),-11.1,8.2,13.9,-1.2,-35.8,8.1,-4.0,-7.0,1.8,16.2,6.4
CCOC(=O)c1c(C)[nH]c(C(=O)OCC(=O)NCc2ccco2)c1C,13.7,-47.0,-100.9,.,-26.5,.,.,-14.8,-15.4,-21.9,-5.1
CCOC(=O)N1CCN(C(=O)COc2ccc([N+](=O)[O-])cc2)CC1,12.3,-1.3,9.9,0.3,-6.8,-0.2,-3.1,-6.5,-7.0,-23.7,0.2
Cc1ccc(NC(=O)c2cc(S(=O)(=O)N3CCOCC3)cn2C)c(C)c1,2.7,15.4,15.8,4.0,-0.7,-5.4,3.9,-5.5,-7.8,-5.0,.
CCn1cc(CN2CCC(C(=O)Nc3cccc(-c4cccc(F)c4)c3)CC2)cn1,1.5,17.4,7.9,2.3,-0.2,-5.4,9.1,-9.9,-0.2,9.6,0.8
CCCCN(C(=O)Nc1ccccc1)C1CCS(=O)(=O)C1 (configuration not stated),-5.5,0.9,7.8,0.2,-18.7,-3.6,0.6,-4.1,9.1,8.0,-6.6
O=C(C1=NN[C@@H]2C(=O)N(c3cccc(C(F)(F)F)c3)C(=O)[C@H]12)C(c1ccccc1)c1ccccc1,-5.1,-6.4,18.2,0.0,-6.9,5.3,-4.7,-5.1,1.7,0.2,4.5
CCOC(=O)C(Cc1ccccc1)NC(=O)CCc1nnc2ccc(N3CCCCC3)nn12 (configuration not stated),0.0,-12.5,11.6,1.0,-18.7,-10.3,-3.8,-13.0,6.0,-19.1,-5.7
CC(C)c1csc(CN2CCCC(CCC(=O)NCc3ccccc3F)C2)n1 (configuration not stated),-11.8,23.2,7.5,7.5,8.9,-13.2,-4.2,-4.3,6.6,5.3,2.5
O=c1c(-c2ccco2)[n+]([O-])c2ccccc2n1OCc1ccccc1,14.3,6.5,8.9,-1.2,-2.5,2.8,.,-4.0,-7.4,-17.0,10.9
O=C(COC(=O)c1cc(-c2cccnc2)nc2ccccc12)Nc1ccc(F)cc1F,0.8,14.6,13.4,4.1,18.2,13.6,-23.0,-15.5,-3.9,4.5,9.2
COc1ccc(-c2cc(C(=O)N3CCN(c4ncccn4)CC3)c3ccccc3n2)cc1,-28.1,-67.3,-247.2,0.7,-12.0,-50.8,-3.0,-2.9,-2.6,-53.8,-13.5
CCCCCCCCNc1ncnc2[nH]ncc12,-8.2,-27.8,-30.8,.,73.1*,-14.8,-28.6,-5.9,-2.9,77.4,1.5
CCCCNC(=O)C1CCCN(S(=O)(=O)c2ccc(-n3cnnn3)cc2)C1 (configuration not stated),-4.1,15.1,10.3,-0.4,1.4,4.7,5.9,-0.9,8.0,1.8,-19.5
Cc1cccc(Oc2c(C=O)c3ccccc3n2C)c1,-0.4,11.7,14.9,-0.6,-16.1,10.6,1.7,.,9.0,2.1,-5.6
CCOc1cc(-c2cc(-c3ccc(C)cc3)nc(N)c2C#N)ccc1O,-31.2,48.5,4.9,2.3,-66.6,3.3,12.8,-5.0,28.5,13.1,5.2
CN(c1ccc(C(=O)O)cc1)S(=O)(=O)c1ccc(Cl)cc1,-2.5,11.0,15.2,1.0,5.9,4.9,2.6,-2.7,9.4,-5.9,-4.1
COc1cccc(NC(=O)CSc2nn3c(=O)c(C)nnc3s2)c1,3.0,-4.1,-19.0,3.1,-32.5,-10.6,-7.3,.,-42.7,-16.4,1.6
